TLR9-MyD88 block: inhibitors of human TLR9-MyD88 binding; CHO BLA complementation TLR9-MyD88, CCF4 FRET ratio; inhibition, % at 4.98 µM; actives 0.21% (n = 340,000);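 active = inhibition above the mean over all tested compounds plus 3 SD, cut at about 21% in these data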;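 also: 0% = DMSO only wells and 100% = clavulanate BLA inhibitor control wells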
C8 TRAIL sens: caspase-8 TRAIL sensitization; actives 1% (n = 360,000); inhibition (viability loss, TRAIL sensitization), % at 10 µM; NB7+C8 cells + TRAIL, ATPlite viability luminescence;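 active = compounds causing at least 50% loss of cell viability in the single-dose screen, relative to plate controls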
TROY signal inh: inhibitors of TROY-dependent NF-kB signaling; Q293 LMP1-TROYcd NF-kB luciferase reporter, 4 h; inhibition, % at 10 µM; actives 0.98% (n = 360,000); AID 1347056;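 active = compounds whose plate-normalised and pattern-corrected inhibition of the luciferase reporter signal at the single screening dose is 50% or more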
Vif inh: blocks HIV Vif function; HEK293T cells, Vif self-association by quenched fluorescence, imaging, 24 h; inhibition, % at 7.49 µM; actives 0.35% (n = 340,000); AID 602346; in the data active = inhibition above about 50%, passing the limit was not always enough; also: some results filed as inactive read as strong as hits
COUP-TFII inh: NR2F2 (human) inhibition, primary screen. HEK293T NGFI-A luciferase reporter, luminescence. actives 0.7% (n = 370,000). P24468. inhibition, % at 8.6 µM;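 active = inhibition above a per-plate cutoff, mean inhibition of test wells between control levels plus 3 SD, cut at about 38% in these data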;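 also: cells cotransfected with COUP-TFII expression vector driving the NGFI-A reporter; 0% = median of COUP-TF2 test wells and 100% = reporter-only cells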
Target sequence (P24468 whole entry, looked up): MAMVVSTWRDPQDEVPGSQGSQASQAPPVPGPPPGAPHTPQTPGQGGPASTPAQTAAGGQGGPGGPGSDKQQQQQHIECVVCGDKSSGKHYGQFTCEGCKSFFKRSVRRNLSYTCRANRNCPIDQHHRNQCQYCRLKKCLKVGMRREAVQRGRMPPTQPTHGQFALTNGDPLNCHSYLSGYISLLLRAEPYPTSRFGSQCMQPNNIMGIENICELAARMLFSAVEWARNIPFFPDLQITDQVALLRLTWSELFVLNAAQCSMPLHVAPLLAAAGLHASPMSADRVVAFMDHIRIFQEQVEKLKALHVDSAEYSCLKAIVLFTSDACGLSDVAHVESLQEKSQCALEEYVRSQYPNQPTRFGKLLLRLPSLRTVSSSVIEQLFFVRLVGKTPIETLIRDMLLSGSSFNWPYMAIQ
EBV LMP1 NFkB: reduces LMP1-driven NF-kappaB luciferase signal | LMP1-induced NF-kappaB luciferase reporter cells, luminescence | inhibition, % at 12.5 µM | actives 0.69% (n = 350,000); in the data active = inhibition above about 41%;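 also: 0% = neutral control wells and 100% = reference inhibitor control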
NOD2-RIPK2 inh: blocks binding of human NOD2 to RIPK2; actives 0.38% (n = 360,000); O43353; inhibition, % at 4.98 µM; CHO BLA complementation NOD2-RIPK2, CCF4 ratio; AID 624267; in the data active = inhibition above about 21%;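 also: 0% = vehicle only and 100% = reference blocker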
Target sequence (O43353 whole entry, looked up): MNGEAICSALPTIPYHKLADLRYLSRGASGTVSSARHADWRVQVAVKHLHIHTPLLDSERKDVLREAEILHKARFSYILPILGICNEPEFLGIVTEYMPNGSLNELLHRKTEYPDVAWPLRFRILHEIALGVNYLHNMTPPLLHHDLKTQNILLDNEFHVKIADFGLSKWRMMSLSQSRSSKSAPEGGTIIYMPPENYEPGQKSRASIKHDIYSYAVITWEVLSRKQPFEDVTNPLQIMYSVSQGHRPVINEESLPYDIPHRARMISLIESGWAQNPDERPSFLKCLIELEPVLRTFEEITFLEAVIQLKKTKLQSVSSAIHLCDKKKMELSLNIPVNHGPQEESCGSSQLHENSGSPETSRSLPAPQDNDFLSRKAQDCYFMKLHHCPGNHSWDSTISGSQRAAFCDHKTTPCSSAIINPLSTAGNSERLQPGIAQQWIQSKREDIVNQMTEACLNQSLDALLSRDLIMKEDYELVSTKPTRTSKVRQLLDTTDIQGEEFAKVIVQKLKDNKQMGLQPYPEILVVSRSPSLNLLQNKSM
SRC2 inh: inhibits human steroid receptor coactivator 2; actives 0.17% (n = 370,000); HEK293 GAL4-SRC2 luciferase reporter, luminescence; inhibition, % at 9 µM;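 active = inhibition above the mean inhibition of all tested compounds plus 3 SD, set per campaign, cut at about 52% in these data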;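 also: 0% = DMSO treated cells and 100% = cells given Gossypol at 36 µM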
SRC1 inh: human NCOA1 inhibition; Q15788; HEK293 GAL4-SRC1 luciferase reporter, luminescence; inhibition, % at 3.6 µM; actives 0.12% (n = 360,000); AID 588354;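 active = inhibition above the campaign mean plus 3 SD, with each screening campaign given its own cutoff, cut at about 60% in these data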;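 also: 0% = DMSO treated cells and 100% = gossypol at 36 µM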
NR5A2 inv ag: NR5A2 inverse agonism in reporter assay; O00482; HEK293T StAR-luciferase reporter, LRH-1 transfected, 24 h; inhibition, % at 3.6 µM; actives 0.13% (n = 360,000); AID 602396;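 active = inhibition above the mean inhibition of all tested compounds plus 3 SD, cut at about 73% in these data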;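 also: 0% = DMSO wells and 100% = reporter-only cells lacking LRH-1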
NCOA3 inh: inhibits human SRC3 coactivator | Q9Y6Q9 | HEK293 GAL4-SRC3 luciferase reporter, luminescence | inhibition, % at 3.6 µM | actives 0.17% (n = 360,000);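 active = inhibition above a per-campaign cutoff, the mean of all compounds plus 3 SD, cut at about 60% in these data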;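 also: 0% = DMSO-treated cells and 100% = gossypol-treated cells at 36 µM; higher means less SRC3-driven luciferase light from the GAL4 reporter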
* marks the source's active call; other numbers are inactive results; nt = not tested or not shown.

SMILES | TLR9-MyD88 block | C8 TRAIL sens | TROY signal inh | Vif inh | COUP-TFII inh | EBV LMP1 NFkB | NOD2-RIPK2 inh | SRC2 inh | SRC1 inh | NR5A2 inv ag | NCOA3 inh
O=C(c1cccc(F)c1)N1CCN(S(=O)(=O)c2ccc(C(F)(F)F)cc2)CC1 | -1 | 10 | 1 | -8 | 2 | 13 | -1 | -11 | -17 | 9 | -3
O=C1C(Cc2ccccc2)Nc2ncnc(N3CCN(c4ccccc4)CC3)c2N1Cc1ccccc1 (centres undefined) | -7 | 8 | 5 | 2 | 10 | -2 | -10 | 6 | -17 | -9 | -14
COc1ccc(N2CCN(C(=O)CNC(=O)c3ccc(C(C)(C)C)cc3)CC2)cc1 | 5 | 2 | -18 | 3 | 20 | -1 | -7 | -2 | 13 | -1 | 15
O=C(COC(=O)COc1ccccc1[N+](=O)[O-])NC1CCCCC1 | 5 | -12 | 24 | 8 | 5 | -4 | -1 | -7 | 6 | -1 | 3
CCOC(=O)C1(CCCc2ccccc2)CCN(Cc2cnn(C)c2)CC1 | 6 | 1 | -3 | -6 | -1 | 6 | 6 | 9 | 0 | 14 | 16
O=C(c1ccccc1)c1ccc(OC(=O)N2CCCC2)cc1 | 0 | -5 | -22 | -8 | -22 | -11 | -6 | -62 | -22 | -45 | -19
CCCS(=O)(=O)NC(=O)C1(C)CCCN(C(=O)CSc2ccccc2)C1 (centres undefined) | nt | -12 | -3 | 6 | -9 | nt | -3 | -8 | -10 | 15 | -3
CC(C)NS(=O)(=O)c1ccc(OCC(=O)N(C)Cc2ccccc2)cc1 | -1 | 5 | -13 | 0 | -3 | 0 | -10 | -3 | -1 | 8 | 7
O=C(NC1CCCc2ccccc21)c1cccc(Br)c1 (centres undefined) | 2 | 17 | 9 | -5 | 14 | 5 | -4 | 10 | -4 | 27 | 14
COc1ccc(NC(=O)N(C)C[C@@H]2OCc3ccccc3-c3c(n(C)c4ccccc34)C(=O)N([C@H](C)CO)C[C@H]2C)c(OC)c1 | -9 | -10 | 6 | -8 | -6 | 8 | 11 | -18 | -4 | -25 | -40
COCCn1nnnc1C(c1cc2cc(C)ccc2[nH]c1=O)N1CCc2ccccc21 (centres undefined) | -7 | 0 | 3 | -2 | 8 | -8 | -14 | 0 | -10 | 8 | 16
Oc1ccc(CCNc2ncnc3ccc(Cl)cc23)cc1 | -5 | 29 | 56* | -19 | 80* | 20 | -3 | 37 | 64* | 47 | 58
COc1ccc(-n2ccnc(SCC(=O)NC3CCCC3)c2=O)cc1OC | -1 | -7 | 18 | 7 | -4 | 2 | -1 | -22 | 0 | 16 | 19
COC(=O)c1ccc2c(=O)n(Cc3ccc(C(=O)NCCCN4CCC(C)CC4)cc3)c(=S)[nH]c2c1 | 3 | -14 | -2 | -13 | -21 | 10 | -9 | -9 | -22 | 4 | -1
Cc1ccc(C2=NO[C@@](CC(=O)O)(C(=O)Nc3ccc4c(c3)OCCO4)C2)cc1 | -3 | 6 | 19 | 3 | -16 | -7 | -3 | -10 | -7 | 3 | -1
CC(=O)N1CCc2c(sc(NC(=O)Cc3ccc(F)cc3)c2C#N)C1 | -4 | -5 | -6 | -3 | 0 | 3 | -5 | -3 | 19 | 42 | 2
COc1cc(N(C(=O)Cc2cccs2)C(C(=O)NC2CCCCC2)c2ccc(C)cc2)ccc1-n1cnnn1 (centres undefined) | 3 | -3 | -6 | -3 | 13 | 5 | -7 | 19 | -4 | 4 | -2
COc1ccccc1NC(=O)c1ccc(NC(=O)CSc2n[nH]c(N)n2)cc1 | 1 | 1 | -2 | 4 | 2 | -1 | -10 | -39 | -92 | -28 | 4
Cc1cccc(NC(=O)NCCN2CCCCC2)c1 | -6 | -2 | -1 | 8 | -2 | 14 | 4 | 2 | 6 | 4 | -2
CN(C)c1ccc(NC(=O)Nc2ccc3c(c2)c(=O)n(C)n3Cc2ccccc2)cc1 | nt | -11 | -17 | 18 | -12 | nt | 5 | -18 | -35 | -9 | -18

Entries from the list above with an aryl methoxy group:
SMILES | TLR9-MyD88 block | C8 TRAIL sens | TROY signal inh | Vif inh | COUP-TFII inh | EBV LMP1 NFkB | NOD2-RIPK2 inh | SRC2 inh | SRC1 inh | NR5A2 inv ag | NCOA3 inh
COc1ccc(N2CCN(C(=O)CNC(=O)c3ccc(C(C)(C)C)cc3)CC2)cc1 | 5 | 2 | -18 | 3 | 20 | -1 | -7 | -2 | 13 | -1 | 15
COc1ccc(NC(=O)N(C)C[C@@H]2OCc3ccccc3-c3c(n(C)c4ccccc34)C(=O)N([C@H](C)CO)C[C@H]2C)c(OC)c1 | -9 | -10 | 6 | -8 | -6 | 8 | 11 | -18 | -4 | -25 | -40
COc1ccc(-n2ccnc(SCC(=O)NC3CCCC3)c2=O)cc1OC | -1 | -7 | 18 | 7 | -4 | 2 | -1 | -22 | 0 | 16 | 19
COc1cc(N(C(=O)Cc2cccs2)C(C(=O)NC2CCCCC2)c2ccc(C)cc2)ccc1-n1cnnn1 (centres undefined) | 3 | -3 | -6 | -3 | 13 | 5 | -7 | 19 | -4 | 4 | -2
COc1ccccc1NC(=O)c1ccc(NC(=O)CSc2n[nH]c(N)n2)cc1 | 1 | 1 | -2 | 4 | 2 | -1 | -10 | -39 | -92 | -28 | 4

Continuation.
SMILES | TLR9-MyD88 block | C8 TRAIL sens | TROY signal inh | Vif inh | COUP-TFII inh | EBV LMP1 NFkB | NOD2-RIPK2 inh | SRC2 inh | SRC1 inh | NR5A2 inv ag | NCOA3 inh
COc1ccc(OCCCC(=O)Nc2cccc(SC)c2)cc1 | 6 | 17 | 12 | -6 | -10 | -1 | 1 | -13 | 4 | 12 | 4
COc1ccc(OC)c(COC(=O)c2cc([N+](=O)[O-])ccc2N2CCOCC2)c1 | -12 | 19 | -9 | -24 | -11 | 10 | -3 | 3 | 9 | 29 | 6
O=C(OCCN1CCN(c2ncc(C(F)(F)F)cc2Cl)CC1)c1ccc(F)cc1 | 8 | -15 | 13 | 3 | 6 | 10 | 2 | 2 | -5 | 18 | 12
Cc1ccn(-c2ccc(NC(=O)c3cccs3)cc2)n1 | 3 | 55* | -23 | 4 | -56 | -11 | -7 | -57 | -91 | -149 | -95
c1ccc(Nc2ncnc3sc4c(c23)CCC4)cc1 | 1 | -16 | -3 | -3 | 15 | -5 | -4 | 12 | 17 | -2 | 13
CCOC(=O)c1ccc(NC(=O)COc2ccc(S(=O)(=O)NC(C)CC)cc2)cc1 (centres undefined) | -3 | 4 | 0 | -28 | 47* | -2 | 2 | -1 | 4 | 15 | -4
O=C(Nc1ccc2c(c1)OCCO2)c1cccc2nc3ccccc3nc12 | 6 | 60* | 5 | 1 | -26 | -8 | 0 | 3 | -16 | 4 | 10
CC(=O)Nc1ccc(NS(=O)(=O)c2ccc3c(c2)oc(=O)n3C)cc1 | -7 | 5 | 12 | 25 | -20 | -1 | 0 | -2 | -17 | -1 | 10
O=Cc1ccc(OC(=O)c2cc(Cl)nc3ccccc23)cc1 | 3 | -3 | 4 | 0 | 11 | 5 | -6 | 5 | -29 | 11 | -16
NC(=O)NC[C@@H]1CC[C@@H](Cc2ccc(-c3ccccc3)cc2)O1 | -8 | -4 | -36 | -2 | nt | -11 | -5 | nt | -82 | -102 | -68
COc1cc(OC)cc(C(=O)OCC(=O)Nc2ccc3[nH]c(=O)[nH]c3c2)c1 | 2 | 8 | 0 | 14 | -6 | -5 | 4 | 9 | 5 | 1 | -13
CCOc1ccc(CCNC(=O)CCNC(=O)c2ccccc2Cl)cc1OCC | 4 | 0 | 11 | -6 | -5 | 0 | -9 | -29 | -1 | -9 | -16
O=C(Nc1ccccc1)C1CCCN(C(=O)c2ccc(F)cc2)C1 (centres undefined) | -3 | -14 | 0 | -8 | 9 | 6 | -6 | -6 | 8 | 9 | 10
CCC(=O)N1CCc2cc(Br)cc(S(=O)(=O)N3CCCCCC3)c21 | -1 | 1 | 2 | 2 | 9 | -1 | -1 | 27 | -20 | -14 | 18
COc1ccc(S(=O)(=O)N2CCCCCC2)cc1NC(C)C(=O)Nc1ccc(NC(C)=O)cc1 (centres undefined) | -3 | -13 | -2 | -3 | -2 | 4 | -7 | -6 | 1 | -14 | -7
CC(C)CCN(C)C1CCN(C(=O)Nc2c(F)cccc2F)CC1 | -9 | -14 | 4 | 0 | 9 | -6 | -5 | -21 | -8 | 0 | 8
CCOC(=O)N1CCN(c2cc(=O)n(C)c(=O)n2C)CC1 | nt | 6 | 1 | 7 | -16 | -5 | -1 | 10 | -27 | -4 | 14
CC1(C)CC2CC(C)(CN2C(=O)NC(=O)c2ccccc2)C1 (centres undefined) | 1 | -15 | 11 | -4 | -8 | -7 | -5 | 7 | 0 | 17 | 4
CCCCC(C)n1[nH]c(=O)cc1N (centres undefined) | 4 | -3 | nt | 2 | 5 | 1 | -3 | 0 | -21 | 7 | 6
COc1ccc(-c2cn3cc(Cl)ccc3n2)cc1OC | -2 | 10 | 3 | 0 | -52 | -39 | -7 | -32 | -127 | -108 | -66
Cc1cnc(C(=O)Nc2ccc(C(=O)N3CCCCC3)cc2)cn1 | -1 | 0 | -7 | 11 | 10 | -5 | 1 | -18 | -25 | 6 | 0
CC1(C(=O)NS(=O)(=O)C2CC2)CCN(C(=O)c2ccc(F)c(Cl)c2)C1 (centres undefined) | nt | -8 | 7 | -8 | -4 | nt | -4 | 8 | 11 | -15 | -8
CC1Sc2ccccc2N(Cc2ccccc2)C1=O (centres undefined) | nt | -6 | -1 | -6 | 1 | nt | -2 | 2 | 12 | 17 | 1
CCOc1ccc(S(=O)(=O)Nc2nc3ccccc3nc2-n2ccc(=NC(=O)c3cccs3)cc2)cc1 | -16 | 10 | 24 | 21 | -14 | -34 | -4 | 9 | 3 | -2 | 6
COc1ccc(S(=O)(=O)N2CCCOC2CNC(=O)C(=O)NCc2ccncc2)cc1 (centres undefined) | -2 | -10 | -4 | 21 | 0 | -5 | 2 | 0 | 7 | 14 | 7
Cn1c(CO)cnc1S(=O)(=O)Cc1ccc(Cl)cc1 | 2 | 0 | 23 | 3 | 8 | 0 | -3 | -7 | -24 | -7 | 10

The list is partial. The share of hits here may be higher or lower than overall.
